# From PubChem
# Pf Dd2 growth = Plasmodium falciparum Dd2 growth inhibition. P. falciparum Dd2 growth, SYBR Green, 72 h. Potency, µM (series often up to 28.9 µM), for inactives: at the highest dose activity, negative = inhibition, most hits filed as inhibitors. 120,000 compounds, 4.3% hits; active = well fitted inhibition curve with a large enough effect; inconclusive = small, poorly fitted or top-dose-only effect; inactive = no such curve, though single readings can be large or run the other way;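 note: plate controls were DMSO vehicle for no effect and reference drug for full effect; nearly all actives have a fitted effect of over 65% in size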
#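 Infected erythrocytes (Dd2, 0.3% parasitemia, 2.5% hematocrit final) are added to compound in RPMI-1640/Albumax II medium, grown 72 h at 37C in low oxygen, then lysed with saponin/Triton-X containing SYBR Green and read by fluorescence.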
# The depositor's hits bear a star; i = inactive; ? = inconclusive; [ ] = dose if it differs, or a comment. Potency is the fitted concentration of half-maximal effect. A portion of the library; rates above refer to the full screens.
SMILES	Pf Dd2 growth
Brc1csc(CN2CCc3nc(Nc4ccccc4)ncc3C2)c1	10µM*
O=C(NC1CCCCC1)[C@@H]1C[C@@H](O)CN1C1CCN(C(=O)C2CCOCC2)CC1	-2%
CSc1nc2sc3c(c2c(=O)n1-c1ccc(C)cc1)CCCC3	-4%
O=C(c1ccccc1)N1CCc2nnc(C3CC3)n2CC1	21%
CC(=O)Nc1ccccc1NC(=O)CN1CCCC(C(N)=O)C1 (stereo not drawn)	3%
O=C(CCNc1c(-c2ccc(F)cc2)nc2cnccn12)N1CCCCC1	-18%
CC(C)NC(=O)c1ccnc(-c2cc(NC3CCCC3)nc3[nH]ccc23)c1	?
CCn1c2c(c(=O)n1-c1ccccc1)CCN(C(=O)c1ccnn1C)C2	31%[activator][44.1 µM]
Cc1cccc(-n2ncc3c(NNC(=O)c4ccccc4Cl)ncnc32)c1	i
C[S+](=O)([O-])N1Cc2ccccc2CC2(CCCCN2CC2CCOCC2)C1 (stereo not drawn)	?
COC[C@@H]1CN(Cc2cn[nH]c2-c2ccccc2)C[C@H]1c1nc(C)no1	?
Cc1cccc(NC(c2cccc(Cl)c2)c2ccc3cccnc3c2O)n1 (stereo not drawn)	2.5µM*
COc1ncccc1-c1nccn2c(C3CN(C(=O)c4cc5ccccc5[nH]4)C3)ncc12	?
COc1ccc(Cl)cc1NC(=O)c1cc(=O)c2cc(C)cc(C)c2o1	i
Clc1cc(NCc2ccccc2Cl)n2nccc2n1	-2%[44.1 µM]
COc1cccc(CNC(=O)c2oc3c(c2C)-c2nn(Cc4cccc(Cl)c4)cc2CC3)c1	?
c1ccc(N2CCCC2)c(-c2nc(C3CCOC3)no2)c1 (stereo not drawn)	-11%
CCOc1ccc(CN2CCc3nn(C)c(=O)n3CC2)cc1OC	5%
CC1=C(C(=O)N2CCOC(CCCc3ccccc3)C2)OCCO1 (stereo not drawn)	-13%
COCC1CN(C(=O)c2ccnn2C)CC12CCOCC2 (stereo not drawn)	-7%

# Six structures out of the list, sorted by number of heavy atoms, lowest first.
SMILES	Pf Dd2 growth
Clc1cc(NCc2ccccc2Cl)n2nccc2n1	-2%[44.1 µM]
COCC1CN(C(=O)c2ccnn2C)CC12CCOCC2 (stereo not drawn)	-7%
CCOc1ccc(CN2CCc3nn(C)c(=O)n3CC2)cc1OC	5%
COc1ccc(Cl)cc1NC(=O)c1cc(=O)c2cc(C)cc(C)c2o1	i
COC[C@@H]1CN(Cc2cn[nH]c2-c2ccccc2)C[C@H]1c1nc(C)no1	?
COc1ncccc1-c1nccn2c(C3CN(C(=O)c4cc5ccccc5[nH]4)C3)ncc12	?

# The listing picks up, starting 3 compounds before the break.
SMILES	Pf Dd2 growth
CCOc1ccc(CN2CCc3nn(C)c(=O)n3CC2)cc1OC	5%
CC1=C(C(=O)N2CCOC(CCCc3ccccc3)C2)OCCO1 (stereo not drawn)	-13%
COCC1CN(C(=O)c2ccnn2C)CC12CCOCC2 (stereo not drawn)	-7%
CC(c1cccs1)N(C)Cc1cccc2ccccc12 (stereo not drawn)	13µM*
O=C1C[C@@H]2CCN(Cc3ccccc3)C[C@@H]2CCN1C1CCCCC1	?
Cc1cc(C(=O)NCc2ccc(F)cc2)c2c(C3CCCN3)noc2n1 (stereo not drawn)	323%[activator]
COCCNC(=O)[C@@H]1C[C@H](Oc2ccccc2)CN1C(=O)c1ncoc1-c1cccc(C)c1	-2%
CCN(CCCNC(=O)CN1N=C(c2ccccc2)CCC1=O)c1cccc(C)c1	15%
Cc1ccc(N2CCC(NC(=O)c3ccc(F)cc3Cl)C2=O)cc1C (stereo not drawn)	10%
COc1cc(-c2ccnc3nc(-c4ccco4)nn23)cc(OC)c1OC	?
CC(=O)N1CCN(CC[C@H]2CN(C(=O)Cc3ccccc3)CC[C@H]2CC(=O)O)CC1	16%[44.1 µM]
COc1cc(-c2noc(-c3ccc(NC4CCCCC4)c([N+](=O)[O-])c3)n2)cc(OC)c1OC	38%[activator]
O=C(c1ccc2c(c1)OCO2)N1CC(Oc2ccc(F)c(F)c2)C1	9%
CN1C(=O)c2cccn2CC1CNS(=O)(=O)c1ccc(F)cc1 (stereo not drawn)	5%
CC(=O)Nc1ccc(CNC[C@H]2COCc3nc4ccc(C)cc4n32)cc1	?
CN(C)CC1(O)CCCN(Cc2c(Cl)cncc2Cl)C1 (stereo not drawn)	-20%
CN1CCCN(C(=O)Cc2cccs2)c2ccccc21	-23%
Cc1ccc(CNC(=O)[C@@]23CCCC[C@H]2N(C)C(=O)CC3)cc1	?
COc1ccccc1CN(Cc1ccco1)c1cnc(S(C)(=O)=O)nc1C(=O)Nc1cc(C)ccc1C	?
O=C(O)CC1(CC(=O)N2CC[C@H]3COC(=O)N3c3cc(F)ccc3C2)CCCC1	-16%[44.1 µM]
CCC(=O)N1CCc2cc(Br)cc(S(=O)(=O)CCC(=O)N3CCN(c4cccc(C)c4)C(C)C3)c21 (stereo not drawn)	-4%
Cc1ccc(CN(Cc2ccco2)C(=O)c2ccc(Cl)cc2Cl)cc1	?
COc1ccc2[nH]cc(CCNC(=O)Nc3ccccc3)c2c1	20%
Cc1cccc(CSc2ncccc2C(=O)O)c1	2%
COc1ccc(C2CC(=O)N(Cc3ccc(F)cc3)c3ccccc3S2)cc1OC (stereo not drawn)	22%
O=C(c1ccccc1OC1CCN(Cc2ccc(-n3cccn3)cc2)CC1)N1CCCCC1	?
O=C1c2cnc(-c3cccc(F)c3)nc2OCCN1c1ccccc1	-26%[44.1 µM]
O=C1C2CN(Cc3ccncc3Cl)CCC2OCCN1Cc1ccccc1F (stereo not drawn)	i
Cc1cccc(C)c1Nc1nn2c(=O)c3cc4c(cc3nc2s1)OCO4	i
O=C(NCc1ccsc1)C1CN(c2cccc(Cl)c2)C(=O)N1 (stereo not drawn)	2%[44.1 µM]
Cn1cccc1CN1CCCC2(CC(Cc3ccccc3)=NO2)C1 (stereo not drawn)	?
CC(=O)N1CCC(N2CC[C@@H](CO)N(C)c3nc(C)ccc3C2)CC1	i
COc1cccc(CN2CCC(Cc3ncc(C)n3CC3CC3)C2)c1OC (stereo not drawn)	?
Cc1cc(C)c(S(=O)(=O)Nc2ccc3oc4c(c3c2)C(=O)CC(C)(C)C4)cc1C	86%[activator]
CCc1nnc(SCc2cc(C)ccc2C)c2cc3sc(C)cc3n12	i
Cc1ccccc1C(=O)NCc1nnc2ccc(-c3ccccc3)nn12	-7%
COc1ccc(S(=O)(=O)N(CC(=O)Nc2ccc(F)c(Cl)c2)c2ccc(C)cc2)cc1OC	?
COC1CCOC2(CCN(C(=O)CCc3nc4ccccc4s3)CC2)C1 (stereo not drawn)	-9%
O=C(Nc1cccc(-c2nnc3n2CCCC3)c1)c1ccc[nH]c1=O	?
COCCNc1ncc(-c2ccsc2)c2c1OCC2	17%[44.1 µM]
CCC(Sc1ncc(S(=O)(=O)c2ccc(Cl)cc2)c(=O)[nH]1)C(=O)Nc1ccc(OC)cc1 (stereo not drawn)	18%
O=C(CN1C(=O)CCc2cc(S(=O)(=O)N3CCOCC3)ccc21)NCc1ccc(F)cc1	34%[activator]
Cc1ccc(NC(=O)c2ccc3c(c2)N(S(C)(=O)=O)CC3)cc1	i
CCCS(=O)(=O)N(C)C1CCc2nn(CC3CC3)c(=O)n2CC1 (stereo not drawn)	?
CCc1noc(-c2cn(C3CCN(C(=O)c4cc(F)ccc4F)C3)nn2)n1 (stereo not drawn)	-19%
CC(C)CCN1CCOc2ccc(C(=O)NCc3ccccc3F)cc2C1	0%
CCOC(=O)c1cc2c(=O)n3ccccc3nc2n(C)c1=NC(=O)c1c(-c2c(F)cccc2Cl)noc1C	i
O=c1[nH]c(N2CCOCC2)nc2c1CCN(Cc1cccc(C(F)(F)F)c1)CC2	?
O=C(Cn1c(=O)oc2cc(S(=O)(=O)NCc3ccccc3)ccc21)Nc1cccc(F)c1	i
Cc1ccc(NC(=O)CN2C(=O)CC(c3ccco3)Sc3ccccc32)cc1Cl (stereo not drawn)	1%
Cc1c(Cl)cccc1NC(=O)Cn1cc(C(=O)c2cccs2)c2ccccc21	?
O=C(CN1C(=O)CCn2nc(-c3ccccc3)cc21)NCc1ccc(Cl)cc1	?
CCS(=O)(=O)N1CC(=O)N(c2ccccc2C)C(C)(C(=O)NC2CCCCC2)C1 (stereo not drawn)	19%

# (next part)
SMILES	Pf Dd2 growth
COc1cccc(C(=O)Nc2cccc(C(=O)OCc3cc(=O)n4c5c(sc4n3)CCCC5)c2)c1	70%[activator]
COc1ccc(OCC2c3cc(OC)c(OC)cc3CCN2C(=O)c2c(F)cccc2F)cc1 (stereo not drawn)	?
O=C(NC1CCCC1)C1(CCO)CCN(Cc2ccccc2)C1 (stereo not drawn)	?
COc1ccc(S(=O)(=O)NCCc2sc(-c3cccnc3)nc2C)cc1	22%
Cc1cc(C)c(NC(=O)CN(C)S(=O)(=O)c2ccc3c(c2)CCC(=O)N3)c(C)c1	?
COc1ccc(C(=O)N2CCC(Cc3nc(-c4ccc(F)cc4)no3)CC2)c(C)c1	i
Cc1ccc(-c2cc3c(=O)n(CCNC(=O)Cc4cccc(F)c4)ccn3n2)c(C)c1	0%
O=C1Cc2c(-c3ccccc3OCc3ccccc3)n[nH]c2CN1CCOc1ccccc1	?
COCCOCC(=O)N1CCCC(c2nc(-c3cccnc3)no2)CCNC(=O)CC1 (stereo not drawn)	17%
O=C(O)COCC(=O)N[C@H]1CCN2C(=O)c3cc(-c4ccsc4)ccc3NC(=O)[C@H]12	-10%[44.1 µM]
O=C(Nc1ccc2nn(-c3ccccc3)nc2c1)c1ccc(-c2cccc(Cl)c2)o1	95%[activator][5.79 µM]
COc1cccc(Nc2nc(-c3ccccc3)no2)c1	?
O=C(CN1CC2CC(C1)[C@H]1CCCC(=O)N1C2)NCCCc1ccccc1 (stereo partly drawn)	-18%
CCOc1ccccc1CN1CCN(Cc2nccn2CC)CC1CCO (stereo not drawn)	i
COCC(=O)N1CC(C(=O)NCc2cccc(F)c2)CC(c2ccc(F)c(C)c2)C1 (stereo not drawn)	?
CN(Cc1cn(-c2ccccc2)nn1)Cc1cnc2ccccn12	0%
COc1cccc(NC(=O)Cn2nnc(-c3nc(-c4ccccc4)no3)c2N)c1	-16%
CC[C@H]1CN(C(=O)c2ccc(F)cc2)CC[C@H]1CC(=O)NCc1ccccc1OC	-6%[44.1 µM]
COc1ccc(CC2CCN(C(=O)c3c(C)noc3-c3ccc4c(c3)OCO4)CC2)cc1	7.9µM*
COc1cc2c(cc1CN1CCCC(CO)(CC=C(C)C)C1)OCCO2 (stereo not drawn)	7.9µM*
CC(C)C(=O)N1Cc2ccccc2CC2(CCCN(Cc3ccc(O)cc3)C2)C1 (stereo not drawn)	?
COc1cccc(NC(=O)Cn2c(=O)n(CCCC(=O)NCc3ccc4c(c3)OCO4)c(=O)c3ccccc32)c1	?
CCOC(=O)Cn1c(=O)n(-c2ccccc2OC)c2nc(-c3ccccc3F)nc(C(N)=O)c21	-30%
COc1ccc(-c2cc(C(F)(F)F)n3nc(C(=O)Nc4sc5c(c4C(=O)OC(C)C)CCCC5)cc3n2)cc1OC	28%
CCOc1cc(=O)n2c(c1C(=O)Nc1ccccc1F)CCCC2	74%[activator]
CCc1ccc(NC(=O)Cn2ccn3nc(-c4ccccc4)c(CO)c3c2=O)cc1	i
CCc1cccc(NC(=O)N2CCC(c3noc(COc4ccc(F)cc4)n3)CC2)c1	-6%
COc1cccc(NC(=O)c2ccnc(-c3nnc4ccc(Nc5ccccc5)nn34)c2)c1	?
CCc1cccc(NC(=O)CNS(=O)(=O)c2ccc3nc(C)sc3c2)c1	32%[activator]
O=C(NC1CCN(c2cc(-c3ccc(Cl)cc3)[nH]n2)CC1)c1ccc2c(c1)OCO2	i
COc1ccc(-n2nc(C3CCN(C(=O)Cc4cccc(Cl)c4)CC3)[nH]c2=O)cc1	-20%
CCc1cccc(C)c1NC(=O)CSc1nc2ccncc2[nH]1	33%[activator]
Cc1nc(N2CCCn3nc(CO)cc3C2)c(Cl)c(=O)[nH]1	?
CC[C@H]1CN2CC[C@H]1C[C@@H]2CNCc1cccs1	?
Cc1noc(-c2cn(C3CCN(C(=O)c4cc(F)ccc4F)CC3)nn2)n1	i
Nc1n[nH]c(C(=O)N2C[C@@H](C(=O)O)[C@H](C3CC3)C2)c1Cl	1%
CC1CCN(C(c2ccc(F)cc2)c2sc3nc(-c4ccco4)nn3c2O)CC1 (stereo not drawn)	21%
COc1ccc(-c2nnc3ccc(N4CCC(c5ccccc5)CC4)nn23)nc1	?
COCCc1noc(CC2CCOC3(CCN(Cc4cccc(OC)c4OC)CC3)C2)n1 (stereo not drawn)	?
COc1cccc(Nc2sc(C(=O)c3ccc(F)cc3)c(N)c2C(=O)NCc2ccc(Cl)cc2)c1	-6%
O=C(Nc1cccc(-c2nc3ccccc3o2)c1)c1cccc(Br)c1	i
Cc1cn2nc(C(=O)N3CCC(NC(=O)c4ccc(F)c(F)c4)CC3)cc2c(=O)[nH]1	-16%
CN(CC1CCOC1)C(=O)Nc1ccccc1 (stereo not drawn)	43%[activator][5.79 µM]
CCc1ccc(S(=O)(=O)c2nnn3c2nc(N2CCC(C)CC2)c2cc(Cl)ccc23)cc1	i
CC(C)N1CCC(CCN2C(=O)[C@H]3CN(S(=O)(=O)c4cn(C)cn4)C[C@H]3C2=O)CC1	28%
